Screens deposited in PubChem BioAssay by several laboratories.
PP5 primary – blocks human protein phosphatase 5 activity; inhibition, % at 6.7 µM; P53041; AID 1987; 0.18% of 320,000 active; purified PP5c, OMFP substrate fluorescence;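 active means inhibition above the campaign's mean inhibition across all tested compounds plus 3 SD, cut at about 9.5% in these data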;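 further: 0% = DMSO only and 100% = 100 µM cantharidin control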
HCV core dimer – blocks dimerization of HCV core protein; 0.33% of 300,000 active; TR-FRET GST/Flag-core106 dimerization, 1536-well; inhibition, % at 5 µM;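 active means inhibition above the mean of all tested compounds plus 3 SD, set per screening campaign, cut at about 45% in these data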
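Assay system: tagged HCV core106 pair (GST and Flag); medium: KF-containing HEPES buffer, pH 7.45, DTT, CHAPS, BSA; also added: Eu donor and XL665 acceptor anti-tag antibodies; dosing: 5 µM single dose; timing: compound-protein-antibody incubation 4 h at 22.5 °C; signal: TR-FRET 671 and 617 nm emission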
JMJD2C inh – human JMJD2C demethylase inhibition; Q9H3R0; inhibition, % at 2.35 µM; GST-JMJD2C(1-420) H3K9me3 demethylation, DELFIA europium; 0.069% of 330,000 active;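 active means more than half of a compound's replicate wells show inhibition beyond 50%, single wells judged on their own value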;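 further: signal counts dimethyl H3K9 product captured on neutravidin plate; 0% = median of DMSO wells and 100% = 0.3 times that DMSO median; strong numbers were not always called active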
proCasp3 act – activators of human procaspase-3 | recombinant procaspase-3 D3A, Ac-DEVD-pNA absorbance 405 nm | activation, % at 8.5 µM | 0.11% of 330,000 active;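 active means activation above the mean of all tested compounds plus 3 SD, cut at about 21% in these data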;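 further: 0% = DMSO alone and 100% = DMSO wells spiked with extra 5 µM PC-3 D3A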
Target sequence (P42574 whole entry D9A/D28A/D175A): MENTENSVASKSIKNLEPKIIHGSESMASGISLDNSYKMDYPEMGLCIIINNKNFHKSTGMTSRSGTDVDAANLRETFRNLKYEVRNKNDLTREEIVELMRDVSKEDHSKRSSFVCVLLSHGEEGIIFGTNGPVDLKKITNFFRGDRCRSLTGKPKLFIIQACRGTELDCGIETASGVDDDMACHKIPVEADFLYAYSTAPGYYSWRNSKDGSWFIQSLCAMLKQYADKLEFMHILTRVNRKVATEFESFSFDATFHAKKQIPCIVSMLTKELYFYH
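material = Procaspase-3 D3A mutant | probe or stimulus = Ac-DEVD-pNA | compound = single dose, 8.5 µM nominal compound, 0.8% DMSO | timing = 1 h preincubation, 2 h reaction | measured by = 405 nm absorbance of p-nitroaniline, reads at 0 and 120 min | benchmarks = DMSO-only low control, 5 µM PC-3 D3A high control | repeats = singlicate, each compound tested once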
Fh CTSL1 inh – blocks F. hepatica cathepsin L1 in PFM18AAP counter-screen | recombinant F. hepatica cathepsin L1, Z-Leu-Arg-MCA fluorescence | inhibition, % at 5.96 µM | 0.49% of 300,000 active | AID 1906;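 active means inhibition above the mean of all tested compounds plus 3 SD, set per screening campaign, cut at about 17% in these data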;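 further: 0% = plate median of test compound wells and 100% = 1 µM Z-Phe-Ala-diazomethylketone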
PP1 inh – counter-screen for PP5 inhibitors: inhibitors of human PP1-alpha; P62136; purified PP1alpha, OMFP fluorescence; inhibition, % at 6.7 µM; 0.9% of 320,000 active; AID 2235;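 active means inhibition above the mean inhibition of all tested compounds plus 3 SD, computed separately for each screening campaign, cut at about 15% in these data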
Target sequence (P62136 whole entry, looked up): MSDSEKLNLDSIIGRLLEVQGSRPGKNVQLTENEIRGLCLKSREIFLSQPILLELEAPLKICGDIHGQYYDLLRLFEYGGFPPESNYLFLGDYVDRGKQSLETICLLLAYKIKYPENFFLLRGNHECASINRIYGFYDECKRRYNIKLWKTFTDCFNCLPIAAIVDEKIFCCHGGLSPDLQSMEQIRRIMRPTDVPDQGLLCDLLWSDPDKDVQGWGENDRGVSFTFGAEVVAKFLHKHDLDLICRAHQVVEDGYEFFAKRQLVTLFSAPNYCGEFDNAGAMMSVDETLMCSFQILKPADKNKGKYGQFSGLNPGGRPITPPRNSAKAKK
GRK2 aptamer HTS – inhibitors of human GRK2 displacing RNA aptamer; inhibition of aptamer binding, % at 10 µM; bead flow cytometry, FAM-aptamer displacement from GRK2; P25098; 0.59% of 330,000 active; AID 488847;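 active means inhibition of aptamer binding above 40%, roughly 3 SD of noise, on plates passing a quality check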;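 further: median bead fluorescence of bound FAM aptamer so fluorescent compounds give negative values; no value below 0 was filed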
proCasp7 act – activates human procaspase-7, counter-screen for procaspase-3 activators; P55210; 0.093% of 330,000 active; activation, % at 8.5 µM; AID 463210; recombinant procaspase-7, Ac-DEVD-pNA absorbance 405 nm; D23A/D198A/D206A triple mutant, cannot self-cleave; scale: DMSO 0, 5 µM enzyme 100;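 active means percent activation above the screen-wide mean plus 3 SD, cut at about 25% in these data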
Target sequence (P55210 whole entry D23A/D198A/D206A): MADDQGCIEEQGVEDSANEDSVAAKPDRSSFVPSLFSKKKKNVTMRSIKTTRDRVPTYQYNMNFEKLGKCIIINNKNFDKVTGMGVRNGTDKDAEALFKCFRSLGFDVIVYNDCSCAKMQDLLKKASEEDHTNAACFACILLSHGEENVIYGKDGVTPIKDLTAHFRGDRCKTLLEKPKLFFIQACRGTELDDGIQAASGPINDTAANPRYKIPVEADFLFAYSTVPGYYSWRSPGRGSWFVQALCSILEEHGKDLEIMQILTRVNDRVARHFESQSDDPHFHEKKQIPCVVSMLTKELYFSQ
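Test system: Procaspase-7 triple mutant (PC-7 D3A). Also added: Ac-DEVD-pNA substrate, 400 µM as added. Schedule: 1 h enzyme–compound preincubation and 2 h substrate reaction, both 25 °C. Signal: p-Nitroaniline absorbance at 405 nm, read at 0 and 120 min. Control set: low DMSO alone, high DMSO plus 5 µM PC-7.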
VLA-4 inh – inhibition in a human VLA-4 binding assay; VLA-4 expressing cells, ligand binding flow cytometry; 0.2% of 330,000 active; inhibition, % (about 7 µM as worked out from the volumes in the protocol); AID 2557; in the data active means inhibition above about 50%
Active calls of the source: *; i = inactive; / = no result given; & = joins results of further samples. Compounds were not picked by outcome, and some 2.6% of all compounds hit somewhere here.

1: N#CCCN(C(=O)COC(=O)c1cccc(S(=O)(=O)N2CCCC2)c1)c1ccc(F)cc1
2: CCCC(=O)Nc1cc(-c2nc3ncccc3o2)ccc1C
3: O=c1ccc2c(-c3ccccc3)c3ccc(O)cc3oc-2c1
4: COc1ccc(CNC(=O)CNC(=O)c2ccc(Br)o2)cc1OC
5: O=C1CC(N2CCN(C/C=C/c3ccccc3)CC2)C(=O)N1Cc1cccs1 (stereo not drawn)
Assay by compound,1,2,3,4,5
PP1 inh,-3,-3,-181,1,2
PP5 primary,1.0,-2.3,-142,0.9,-2.1
proCasp3 act,-3,2,-12,-4,12
JMJD2C inh,1,5,3,-17,-3
Fh CTSL1 inh,-12,-3,-6,0,1
VLA-4 inh,13,0,i,-2,-6
HCV core dimer,-3,-2,66*,-1,6
proCasp7 act,8,-2,-12,-6,-12
GRK2 aptamer HTS,0,2,10,2,1

6: COc1ccccc1C1/C(=C(/O)c2ccc(C)cc2)C(=O)C(=O)N1CC(C)O (stereo not drawn)
7: CCN(CC)c1ccc(C(=O)NNC(=O)CN2C(=O)NC(C)(c3ccccc3)C2=O)cc1 (stereo not drawn)
8: Fc1ccc(Oc2nc(-c3ccccn3)nc3ccccc23)cc1
9: COc1cccc(NC(=O)CSc2nc3ncc(Br)cc3[nH]2)c1
10: CC(=O)Nc1ccc(NCc2ccc(C)s2)cc1
Assay by compound,6,7,8,9,10
PP1 inh,-1,-1,18*,0,-6
PP5 primary,-0.6,-0.4,-0.5,1.2,0.1
proCasp3 act,1,-4,6,3,-6
JMJD2C inh,-12,-2,0,29,-1
Fh CTSL1 inh,-3,/,0,-1,-4
VLA-4 inh,-8,2,13,3,-2
HCV core dimer,1,/,8,6,1
proCasp7 act,-3,4,-2,13,15
GRK2 aptamer HTS,3,3,1,3,0

An excerpt from above, showing only Fh CTSL1 inh and GRK2 aptamer HTS.
nr | canonical_smiles | Fh CTSL1 inh | GRK2 aptamer HTS
6 | COc1ccccc1C1/C(=C(/O)c2ccc(C)cc2)C(=O)C(=O)N1CC(C)O (stereo not drawn) | -3 | 3
7 | CCN(CC)c1ccc(C(=O)NNC(=O)CN2C(=O)NC(C)(c3ccccc3)C2=O)cc1 (stereo not drawn) | / | 3
8 | Fc1ccc(Oc2nc(-c3ccccn3)nc3ccccc23)cc1 | 0 | 1
9 | COc1cccc(NC(=O)CSc2nc3ncc(Br)cc3[nH]2)c1 | -1 | 3

(more compounds)
11: COc1ccc(NC(=O)c2cnc3sccn3c2=O)cc1
12: O=C1c2ccccc2C(=O)c2c1cccc2N1CCN(Cc2ccccc2)CC1
13: O=C(OCC(=O)c1c[nH]c2ccccc12)c1ccco1
14: Cn1c(SCC(=O)N2CCCC2)nc2cccnc21
15: COc1ccc(OC)c(S(=O)(=O)NC(N)=NCCc2ccccc2)c1
Assay by compound,11,12,13,14,15
PP1 inh,-5,-2,-4,-1,-2
PP5 primary,1.0,3.6,1.6,2.4,5.5
proCasp3 act,2,-3,3,0,9
JMJD2C inh,2,-7,6,-2,-4
Fh CTSL1 inh,4,-2,3,-3,4
VLA-4 inh,-7,-1,8,-8,22
HCV core dimer,-3,4,1,-1,-8
proCasp7 act,-5,1,5,12,-2
GRK2 aptamer HTS,0,2,1,1,0

16: COc1ccc(N2CCN(c3ccc4nnc(CCC(=O)Nc5ccc(C)cc5)n4n3)CC2)cc1
17: Cc1cc(C)nc(NC(=O)Cc2ccc([N+](=O)[O-])cc2)c1
18: CCOC(=O)N1CCN(S(=O)(=O)/C=C/c2ccccc2)CC1
19: CCOc1ccc(NC(=O)c2c(OC)cccc2OC)cc1
20: CSc1ccc(NC(=O)NCCCN2CCC(Cc3ccccc3)CC2)cc1
Assay by compound,16,17,18,19,20
PP1 inh,4,1,2,-6,3
PP5 primary,-2.1,4.0,1.0,-1.2,2.7
proCasp3 act,4,0,0,-7,9
JMJD2C inh,4,4,8,5,-4
Fh CTSL1 inh,0,0,1,3,1
VLA-4 inh,18,4,17,4,21
HCV core dimer,12,1,-4,6,-7
proCasp7 act,12,0,8,2,10
GRK2 aptamer HTS,0,0,2,2,0

21: CCOc1ccc(S(=O)(=O)NCCC(=O)NCC2COc3ccccc3O2)cc1 (stereo not drawn)
22: CCOc1cc(/C=C2/C(=N)N3N=C(CC)SC3=NC2=O)ccc1OC(=O)c1ccco1
23: CC(C)c1ccc(OCC(=O)NNC(=O)c2cnccn2)cc1
24: Cc1cc(C)nc(/N=C(\N)N2CCCCCC2)n1
25: Cn1cc(C(=O)NS(=O)(=O)Nc2ccc(Br)cn2)c2ccccc21
Assay by compound,21,22,23,24,25
PP1 inh,-2,-1,-1,1,3
PP5 primary,1.3,2.9,-0.6,3.0,-0.8
proCasp3 act,4,9,7,14,1
JMJD2C inh,9,-2,-1,3,-22
Fh CTSL1 inh,/,-1,-4,-5,-1
VLA-4 inh,5,5,-8,-3,16
HCV core dimer,/,0,1,-6,7
proCasp7 act,12,1,5,2,-1
GRK2 aptamer HTS,4,0,0,1,4

26: CCCc1ncc(CN2CCCCC2C(=O)Nc2ccc(Oc3ccccc3)nc2)cn1 (stereo not drawn)
27: CCC(CC)C(=O)Nc1ccccc1-n1cccc1
28: CCN(CC)c1c([N+](=O)[O-])c(=O)n(CC)c2ccccc12
29: Cc1c(C=C2C(=O)c3ccccc3C2=O)cc(C#N)n1C
30: CCSc1nnc(Cc2cc(=O)[nH]c(=O)[nH]2)n1-c1cccc(C)c1
Assay by compound,26,27,28,29,30
PP1 inh,-2,-2,-1,-5,-3
PP5 primary,4.0,0.1,2.0,-1.7,-0.9
proCasp3 act,-5,-4,-4,0,2
JMJD2C inh,3,13,-4,-7,5&-22
Fh CTSL1 inh,-2,-3,4,1,-1
VLA-4 inh,4,20,5,-2,16
HCV core dimer,-2,-8,-6,2,5
proCasp7 act,9,4,0,5,-2
GRK2 aptamer HTS,0,0,0,0,0

31: N=C1C(=O)OCC1c1ccccc1NC(=O)Nc1ccccc1 (stereo not drawn)
32: O=C(O)c1ccc2c(=O)n3c(nc2c1)/C(=C/c1ccccc1OC(F)F)CC3
33: Cc1ccc(SCC(=O)NC(=O)NC(C)C)c(C)c1
34: COCCNC(=O)C(C)N1c2cccc3cccc(c23)S1(=O)=O (stereo not drawn)
35: CCOC(=O)Cn1c(=N)n(Cc2ccccc2)c2ccccc21
Assay by compound,31,32,33,34,35
PP1 inh,1,1,-3,-7,1
PP5 primary,0.1,-0.6,-1.2,-1.0,2.4
proCasp3 act,3,-1,4,-6,-3
JMJD2C inh,-5,-24,-1,-8,2
Fh CTSL1 inh,-4,7,-2,5,-2
VLA-4 inh,0,-1,5,2,7
HCV core dimer,-2,0,0,-4,2
proCasp7 act,14,-22,2,-2,8
GRK2 aptamer HTS,3,0,0,1,0

36: CC1Cn2c(nnc2-c2ccccc2O)S1 (stereo not drawn)
37: CCC1Oc2ccc(C)cc2N(CC(=O)NCCC2=CCCCC2)C1=O (stereo not drawn)
38: Cc1cc(OCCCCCn2ccnc2)cc(C)c1Cl
39: Cc1ccccc1Nc1nnc(SCc2cc([N+](=O)[O-])cc3c2OCOC3)s1
40: C[C@@H]1NC(=O)N(CCCn2ccnc2)C1=O
Assay by compound,36,37,38,39,40
PP1 inh,3,-1,8,5,-1
PP5 primary,1.4,3.5,0.8,0.2,-0.6
proCasp3 act,4,5,4,4,7
JMJD2C inh,-1,-1,-8,7,-7
Fh CTSL1 inh,-5,-2,0,4,3
VLA-4 inh,0,-2,-1,-6,24
HCV core dimer,-8,1,-3,9,7
proCasp7 act,6,7,0,-13,9
GRK2 aptamer HTS,0,2,0,2,0

41: Cc1cccc(S(=O)(=O)NC2CCCCCCC2)c1
42: CCN(CC)S(=O)(=O)c1ccc(C(=O)Oc2cc(C)[nH]c(=O)c2[N+](=O)[O-])cc1
43: Cc1cc(NC(=O)C(C)SCC(=O)N(C)Cc2ccccc2F)no1 (stereo not drawn)
44: O=C(Nc1ccc2c(c1)OCO2)N1CCN(c2ccccc2Cl)CC1
45: Cc1ccc(CS(=O)(=O)Cc2ccc(C(=O)NC3CCCC3)o2)cc1
Assay by compound,41,42,43,44,45
PP1 inh,2,1,0,-2,-2
PP5 primary,1.1,1.3,1.0,3.2,0.2
proCasp3 act,8,-4,-4,-11,6
JMJD2C inh,6,-2,-4,2,12
Fh CTSL1 inh,-4,3,/,6,3
VLA-4 inh,4,9,0,6,3
HCV core dimer,2,7,/,1,10
proCasp7 act,0,-5,7,-38,-8
GRK2 aptamer HTS,1,0,2,0,4

Full records, quoted from the list:
Entry for `Cc1ccc(CS(=O)(=O)Cc2ccc(C(=O)NC3CCCC3)o2)cc1` = PP1 inh = -2; PP5 primary = 0.2; proCasp3 act = 6; JMJD2C inh = 12; Fh CTSL1 inh = 3; VLA-4 inh = 3; HCV core dimer = 10; proCasp7 act = -8; GRK2 aptamer HTS = 4
Entry for `Cc1cccc(S(=O)(=O)NC2CCCCCCC2)c1` = PP1 inh = 2; PP5 primary = 1.1; proCasp3 act = 8; JMJD2C inh = 6; Fh CTSL1 inh = -4; VLA-4 inh = 4; HCV core dimer = 2; proCasp7 act = 0; GRK2 aptamer HTS = 1

(listing goes on)
46: CC(=O)C1=C(O)C(=O)N(c2ccc(Br)cn2)C1c1ccc(Br)cc1 (stereo not drawn)
47: CCOC(=O)C1CCN(S(=O)(=O)c2nc3nc(C)cc(C)n3n2)CC1
48: Cn1nc(CC(=O)Nc2cccc3ncccc23)c2ccccc2c1=O
49: COc1ccc(S(=O)(=O)NCC(c2cccnc2)N2CCN(C)CC2)cc1C (stereo not drawn)
50: COc1ccc(OC)c(NC(=O)CSc2nnc3ccc(-c4ccncc4)nn23)c1
51: COc1ccc(/C=C(/NC(=O)/C=C/c2ccccc2)C(=O)N2CCOCC2)cc1
52: CC1(C)CC(=O)C=C(c2ccc(Cl)c(C(F)(F)F)c2)C1
53: Cc1c(/C=N/NC(=O)C(C)(C)Oc2ccc(Cl)cc2)cnn1C
Assay by compound,46,47,48,49,50,51,52,53
PP1 inh,9,5,-5,-3,-2,-2,-5,2
PP5 primary,0.0,1.8,-1.0,1.1,-0.5,-2.2,5.8,-0.8
proCasp3 act,4,2,11,4,7,-8,4,10
JMJD2C inh,-4,/,11,5,-4,1,-3,0
Fh CTSL1 inh,4,0,-2,1,-3,3,/,-2
VLA-4 inh,0,-6,1,-5,-26,2,19,14
HCV core dimer,7,-1,1,-1,-2,4,/,3
proCasp7 act,-2,1,0,11,1,4,-1,6
GRK2 aptamer HTS,0,0,1,0,0,0,0,3
